IDE cell inh: inhibitors of human insulin-degrading enzyme in cells | P14735 | 320,000 compounds, 0.41% hits | inhibition, % at 5.59 µM | HEK cells, FAbetaB cleavage, fluorescence polarization;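 active = percent inhibition above the average of all tested compounds plus 3 SD, set per screening campaign, cut at about 16% in these data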;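 also: IDE supplied by intact live HEK cells; FP after avidin binding of uncleaved biotin substrate so inhibition keeps polarization high; 0% = DMSO wells and 100% = 60 µM reference IDE inhibitor Ii1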
MEKK3 PB1 HTS: raises or lowers MEK5 binding to the human MEKK3 PB1 domain | Q99759 | bead-based flow cytometry, Alexa488-MEK5 binding to MEKK3; actives lie on both sides; 0 = blocked by unlabeled MEK5, 100 = vehicle | binding response (% of control), % at 10 µM | 290,000 compounds, 1.4% hits | AID 1529;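 active = binding response more than 3 SD above or below the average of its plate-row segment, actives on both sides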;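 also: Alexa488 bead fluorescence after subtracting the streptavidin-only scavenger bead signal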
MEKK2 mut-MEK5: signal of MEK5 binding to mutant human MEKK2 PB1 domain | bead flow cytometry, Alexa488-MEK5 binding to MEKK2 mutant | percent response, % at 10 µM | AID 1530 | 290,000 compounds, 0.35% hits; in the data active = percent response above about 24%, passing the limit was not always enough; also: inactives centre near 1; some results filed as inactive read as strong as hits; reference of the scale not given here
SUMO HTRF inh: inhibitors of human SUMOylation (UBC9); AID 2006; inhibition, % at 35 µM; 290,000 compounds, 0.36% hits; HTRF SUMOylation assay, SAE1/SAE2 + UBC9, in vitro; in the data active = inhibition above about 50%, passing the limit was not always enough; also: strong numbers were not always called active
MEKK2wt PB1 HTS: raises or lowers MEK5 binding to wildtype human MEKK2 PB1 domain; Q9Y2U5; bead flow cytometry, Alexa488-MEK5 binding to MEKK2 WT; actives lie on both sides; binding response (% of control), % at 10 µM; 290,000 compounds, 1.1% hits; in the data active = binding response below about 67% or above about 130%
NALP1 inh: NALP1 inhibition; AID 2071; S. cerevisiae NALP1/ASC/caspase-1 growth, X-gal OD620, 72 h; inhibition, % at 10 µM; 280,000 compounds, 0.61% hits; in the data active = inhibition mostly above about 24%, no sharp cut-off; inactive = mostly below about 32%; also: some compounds called inactive have numbers as strong as hits
pCIP destab: lowers stability of the mouse p/CIP coactivator protein | AID 1984 | F442A p/CIP-EGFP cells, EGFP fluorescence, 16 h | 290,000 compounds, 0.01% hits | decrease of EGFP signal, % at 10 µM;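 active = EGFP signal decrease of at least 30% at 10 µM or well 3 SD below plate mean, unless failing retest; inactive = the rest, including hits failing retest or dose response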; also: some compounds called inactive have numbers as strong as hits; many of its hits are not listed in these tables
IDE act: IDE (human) activation, cell-based | P14735 | HEK cells, FAbeta-B cleavage, fluorescence polarization; 0% vehicle, 100% cell-free pure enzyme wells | activation, % at 5.96 µM | 340,000 compounds, 0.073% hits | AID 493087;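 active = activation above the mean of all tested compounds plus 3 SD, set per screening campaign, cut at about 17% in these data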
PfM18AAP inh: PfM18AAP enzyme inhibition. AID 1822. 290,000 compounds, 1.2% hits. inhibition, % at 7.35 µM. recombinant PfM18AAP, H-Glu-NHMec fluorogenic cleavage;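 active = inhibition above the campaign mean inhibition over all tested compounds plus 3 SD, cut at about 28% in these data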;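 also: 0% = plate median of test compound wells and 100% = 2 mM ZnCl2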
* hit, by the source's call; nt = no result given; [ ] = remark or other dose. Some of the compounds tested, so the mix of outcomes need not match the whole.

SMILES	IDE cell inh	MEKK3 PB1 HTS	MEKK2 mut-MEK5	SUMO HTRF inh	MEKK2wt PB1 HTS	NALP1 inh	pCIP destab	IDE act	PfM18AAP inh
CCCn1cccc(C(=O)Nc2ccc(OC)cc2)c1=O	5	100	-1	9	102	12	5	2	-13
Cc1cccc(Nc2nc(N)c([N+](=O)[O-])c(NCc3ccccc3)n2)c1	6	109	1	6	104	-6	-3	nt	-4
COc1ccc(CC(NC(C)=O)C(=O)NC2CCN(S(=O)(=O)c3cccc4ccccc34)CC2)cc1OC (stereo not given)	-3	106	4	28	105	-11	-9	3	5
CCOc1ccc(N(CC(=O)N2CCN(C(=O)CN(c3ccc(OCC)cc3)S(C)(=O)=O)CC2)S(C)(=O)=O)cc1	-4	104	5	2	109	-2	4	6	1
COc1ccccc1N1CCN(C(=O)CN(c2ccc(C)c(C)c2)S(C)(=O)=O)CC1	4	99	0	2	99	-10	-2	-3	5
Cc1c(NS(=O)(=O)c2cccc3nsnc23)c(=O)n(-c2ccccc2)n1C	7	95	11	11	111	19	-2	-5	-2
COc1ccc(Cl)cc1-n1c(N)c(C(N)=O)sc1=S	-1	103	5	17	102	0	0	0	16
CCC1CCCCN1CCCNC(=O)c1c(O)nc2cc(C)ccn2c1=O (stereo not given)	3	97	-1	3	98	30	7	9	19
COc1ccc(/C(O)=C2/C(=O)C(=O)N(CCCN3CCOCC3)C2c2ccc(N(C)C)cc2)cc1 (stereo not given)	3	101	3	2	101	5	-23	1	15
Cc1ccc(NC2=NC(c3ccccc3)n3c(nc(C)cc3=O)N2)c(C)c1 (stereo not given)	7	102	5	-2	103	-1	-3	-2	5
COc1ccc(C2C3=C(CC(C)(C)CC3=O)Nc3c2c(=O)[nH]c2nc(C)nn32)cc1 (stereo not given)	-3	96	-3	18	91	-11	-1	1	3
COc1ccc(N2C(=O)CCC(C(=O)N(C)C3CCCCC3)C2c2ccc(OC)c(OC)c2)cc1 (stereo not given)	0	93	-2	-3	95	9	-6	nt	-5
Cc1cc2ccccc2cc(C)c1=O	6	112	4	-6	113	12	8	0	-3
Cc1ccc(NC2=Nc3ccccc3N3C2=Nc2c(c(C)nn2-c2ccccc2)C3c2ccc(O)c(O)c2)cc1 (stereo not given)	nt	nt	nt	16	nt	-7	-18	1	11
COc1ccc(OC)c(N/C(C)=C/C(=O)c2ccc(C)o2)c1	-1	102	-3	-11	98	6	-8	-1	6
O/N=C/c1cccc[n+]1CCCCCC[n+]1ccccc1/C=N/O	nt	103	2	10	104	9	-1	3	-5
CCn1c(=N)c(S(=O)(=O)c2ccccc2)cc2c(=O)n3ccccc3nc21	1	103	2	23	102	8	-8	5	3
Cc1cccc(OCC(=O)Nc2nonc2NC(=O)COc2cccc(C)c2)c1	-3	86	0	nt	94	nt	nt	-1	-9
CCOC(=O)N1CCN(c2c(N3CCc4ccccc4C3)c(=O)c2=O)CC1	4	107	0	1	102	nt	-13	2	4
Cc1cc(C)cc(OCc2nnc(SCC(=O)Nc3ccccc3)o2)c1	8	96	-6	10	96	18	-11	-1	-13
Cc1ccccc1CNC(=O)Cn1cnc(S(=O)(=O)N2CCCC2)c1	6	95	0	-5	96	2	-5	-5	-5
Cc1nnc(NC(=O)c2oc3cc(C)c(C)cc3c2C)s1	nt	109	4	-15	114	-11	-8	nt	-13
Cn1c(CC(=O)Nc2ccccc2)nnc1SCCOc1ccccc1	1	98	-1	9	97	9	-12	-1	-2
COc1ccc(-n2ncc3c(NCc4cccnc4)ncnc32)cc1	1	99	-1	17	99	4	2	-6	0
c1ccc2c(c1)Cc1cc(CN3CCOCC3)ccc1-2	0	101	4	21	102	15	-7	-1	1

(listing goes on)
SMILES	IDE cell inh	MEKK3 PB1 HTS	MEKK2 mut-MEK5	SUMO HTRF inh	MEKK2wt PB1 HTS	NALP1 inh	pCIP destab	IDE act	PfM18AAP inh
COc1ccc(CC(=O)NNC2=Nc3cccc4cccc2c34)cc1	2	121	19	25	113	nt	-14	nt	6
CNC(=S)Nc1ccc(C)cc1	-7	101	-1	-1	100	33	-4	6	7
CCOc1ccc(OCCCC(=O)NCCc2ccc(OC)cc2)cc1	-2	101	-1	5	100	14	-14	-2	-2
Cc1csc(NC(C)c2nc3cc(C(F)(F)F)ccc3n2CCCO)n1 (stereo not given)	2	79	-4	nt	91	nt	nt	5	nt
CN(Cc1ccccc1)C(=O)c1ccc2c(c1)OCCO2	6	102	1	21	104	19	-1	0	-2
Cc1ccccc1C(=O)c1cccn1CC(=O)NCc1ccco1	2	92	-6	-2	93	4	1	2	2
CCCN(CCC)S(=O)(=O)c1ccc(C(=O)OCCN2C(=O)c3cccc4c(N5CCOCC5)ccc(c34)C2=O)cc1	8	94	0	3	92	27	-16	-3	-3
CCCc1cc(=O)oc2cc(C)cc(OCC(=O)N3CCC(C(N)=O)CC3)c12	-6	100	-1	26	99	14	8	0	2
O=S(=O)(c1ccc(C(F)(F)F)cc1)N1CCN(CCc2ccccc2)CC1	-1	101	-2	-18	101	0	4	2	0
NC(=O)C(Cc1ccccc1)N1C(=O)c2ccccc2C1=O (stereo not given)	5	107	6	7	104	13	-1	-1	1
Cc1ccc(C(=O)N2C(=S)C(c3ccc(F)cc3)=NC23CCN(C)CC3)cc1	-4	106	23	11	151*	7	-8	3	9
CCCCc1nc2cc(C(=O)N3CCCCC3CCO)ccc2o1 (stereo not given)	4	105	9	15	109	19	-24	-4	0
CN1C(=O)c2ccccc2C(C(=O)NCCCN2CCCC2)C1c1c[nH]c2ccccc12 (stereo not given)	7	101	-3	5	110	6	-8	-1	10
C#CCSc1nc2[nH]ncc2c(=O)[nH]1	-3	90	-1	2	96	8	7	-1	25
O=C(NC1CCCc2c1cnn2-c1cc(F)cc(F)c1)c1cc[n+]([O-])cc1 (stereo not given)	2	102	5	10	105	6	6	-5	1
Cc1nc2sc(C(c3ccccc3)N3CCN(C(=O)c4ccco4)CC3)c(O)n2n1 (stereo not given)	-1	106	6	10	96	6	-15	1	3
COc1ccc(N(CC2CO2)S(=O)(=O)c2ccccc2)cc1 (stereo not given)	-1	102	-11	17	90	-11	-18	8	-16
O=C(CSc1ncnc2ccccc12)N1CCCC1	2	114	18	9	118	4	-6	6	2
OCCNc1nc(N2CCN(c3ccccc3)CC2)nc2ccccc12	-2	101	8	9	107	-1	-11	-4	5
O=C(CSc1nc(Nc2ccccc2)nc(N2CCOCC2)n1)N1CCCC1	8	100	5	9	102	15	-8	3	-4
S=C(NC1CCCC1)NC1CCCC1	-5	104	3	-12	103	10	-1	2	2
COc1ccc(CN2CCNC(=O)C2CC(=O)NC2CCCCCC2)cc1C (stereo not given)	2	104	3	nt	121	16	-7	3	-5
C=CCNC(=O)c1cc2c(=O)n3ccccc3nc2s1	-3	106	5	23	106	9	3	5	4
COc1ccc(-c2cnnn2-c2ccc(N)cc2)cc1OC	2	102	6	3	104	8	0	5	-2
CCOC(=O)C1CCCN(C(=O)CCNS(=O)(=O)c2cc(Br)cnc2N)C1 (stereo not given)	2	101	0	nt	100	22	1	5	3

2 entries from above, comma-delimited.
SMILES,IDE cell inh,MEKK3 PB1 HTS,MEKK2 mut-MEK5,SUMO HTRF inh,MEKK2wt PB1 HTS,NALP1 inh,pCIP destab,IDE act,PfM18AAP inh
CCCc1cc(=O)oc2cc(C)cc(OCC(=O)N3CCC(C(N)=O)CC3)c12,-6,100,-1,26,99,14,8,0,2
O=S(=O)(c1ccc(C(F)(F)F)cc1)N1CCN(CCc2ccccc2)CC1,-1,101,-2,-18,101,0,4,2,0

Following part:
SMILES	IDE cell inh	MEKK3 PB1 HTS	MEKK2 mut-MEK5	SUMO HTRF inh	MEKK2wt PB1 HTS	NALP1 inh	pCIP destab	IDE act	PfM18AAP inh
CCCCn1c(-c2cccc(C)c2)nc2cc3[nH]c(=O)c(C(C)C)nc3cc21	4	96	-4	8	80	10	-15	3	-2
CC1CCN(C(=O)CCCC(=O)N2CCC(C)CC2)CC1	-3	100	8	10	107	-3	-7	-1	-1
Cc1cc(NC(=O)CCN2C(=O)C3C4C=CC(C4)C3C2=O)ccc1Br (stereo not given)	-2	101	-1	9	104	6	3	5	2
O=C(/C=C/c1cccs1)c1cc(Br)ccc1OC(=O)N1CCOCC1	3	87	1	-4	90	48	-14	-1	9
O=C(N/N=C/c1cccs1)c1cccc2cc[nH]c12	5	103	2	6	99	7	3	14	-5
C1CCC(Nc2nc3nonc3nc2N2CCSCC2)C1	-3	67	-30	-63	65	6	-1	2	-16
CC1CCN(C(=O)CSc2nc3ccccc3c(=O)[nH]2)CC1	1	100	-11	14	88	16	-3	2	1
CC1CN(c2nc3ccccc3nc2C(C#N)C(=O)NC2CCCCC2)CC(C)O1 (stereo not given)	7	15*[inhibitor]	-49	20	22*	-4	2	nt	nt
Cc1ccc(-n2nnc3c(=O)n(CC(=O)N4CCOCC4)cnc32)cc1	-6	108	2	-5	108	24	-5	0	-3
CCCCn1c(-c2csc(CCC)c2)n[nH]c1=S	1	96	-12	-11	88	-18	-9	4	7
CCCOc1ccc(-c2c(C(=O)N/N=C(\C)c3ccncc3)nnn2-c2nonc2N)cc1	3	101	-1	5	104	16	1	3	-6
CN(C)NC(=S)NC1(C)CCS(=O)(=O)C1 (stereo not given)	4	91	-3	15	90	nt	-4	0	-3
Cc1ccc(Cl)cc1N1CCN(C(=O)C2CCN(S(C)(=O)=O)CC2)CC1	-1	98	-5	5	92	-16	4	0	1
CN(C)S(=O)(=O)c1ccc(N2CCCC2)c(C(=O)Nc2nc(-c3ccc(F)c(F)c3)cs2)c1	2	96	-4	-3	95	38	-1	-2	0
O=C(O)CCC(=O)Nc1ccc(-c2nnc(-c3ccco3)o2)cc1	3	103	7	11	102	-18	-12	1	3
O=C(CSc1nc2ccccc2o1)N1CCCC1	-5	101	3	10	101	6	-5	7	-7
Cc1ccc2nc(SCCCCOc3ccccc3)[nH]c2c1	4	96	1	-14	100	0	-15	-1	3
c1nc2sc3c(c2c2nnnn12)CCCC3	5	95	0	28	97	-2	-3	0	6
O=C(CN(Cc1ccco1)C(=O)CNS(=O)(=O)c1ccc(Cl)cc1)NCc1ccco1	4	100	-3	-11	98	10	-3	1	-2
Cc1cc(NC(=O)COC(=O)C2CC(=O)N(c3ccc(Br)cc3)C2)no1 (stereo not given)	-2	103	-2	-12	101	3	-1	0	-3
O=C(O)c1ccccc1-c1csc(-c2ccccc2)n1	0	94	-1	-4	94	1	-10	-3	-3
NC(=O)CC(NC(=O)c1ccccc1)c1ccc(N2CCCCCC2)c([N+](=O)[O-])c1 (stereo not given)	5	101	-5	14	104	8	-19	4	4
COc1ccc(/C(C)=N\NS(C)(=O)=O)c(OC)c1	-1	109	3	12	106	27	-7	0	5
COc1ccc2nc(C)cc(Nc3cccc(C(=O)O)c3)c2c1	-1	106	6	8	110	9	-4	10	-2
CCCn1c(N)c(N(CCOC)C(=O)c2cc(-c3ccco3)nc3ccccc23)c(=O)[nH]c1=O	0	96	4	5	94	6	-3	4	-20
CCCCN1Cc2c(nc3cc(-c4ccccc4)[nH]n3c2=O)C1=O	1	92	-9	36	90	-2	-6	2	-11
Cc1ccccc1NS(=O)(=O)c1nnc(NC(=O)c2ccc(Br)cc2)s1	1	101	1	20	102	9	12	-1	2
COc1ccc(NC(=O)/C=C/c2c(Cl)nc3ccccn23)cc1	4	98	1	1	98	36	-7	-1	2
O=C(c1ccc(Br)o1)N(Cc1ccccc1)Cc1ccccc1	-1	98	-1	-9	99	9	-8	1	0
CC(=O)N1N=C(c2ccc(C)cc2)OC1c1ccc(C)cc1 (stereo not given)	-4	101	-1	9	98	-2	-1	8	-7
